From PubChem BioAssay
SR-BI DiI-HDL act: SR-BI HDL lipid transfer activation; CHO ldlA[mSR-BI] cells, DiI-HDL uptake fluorescence, 3 h; 100 = double the neutral-control signal; activation, % at 12.5 µM; 320,000 compounds, 0.096% hits;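 active means mean replicate activation of at least 60% and every replicate at or above 60%; inconclusive means mean or all-replicate condition met, but not both; inactive means mean below 60% and not all replicates reaching 60%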;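 further: 0% = median plate neutral-control signal and 100% = twice that signal; values of inactives mirror those of a sister screen read the other way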
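System: CHO ldlA[mSR-BI] cells / Medium: HEPES-buffered (25 mM, pH 7.4) F12 plus 0.5% BSA / Probe or stimulus: labelled HDL, 10 µg/mL / Doses: single compound concentration, delivered by pin transfer / Schedule: 3 h, 37 °C / Measured by: DiI fluorescence, bottom read / Measure: cell-associated DiI fluorescence as measure of HDL uptake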
Arr AP2 block: human beta-arrestin and AP2 interaction inhibition | FITC-arrestin peptide / GST-AP2 beads, flow cytometry; AP2 beta2 appendage carries R879A mutation | inhibition, % at 10 µM | 340,000 compounds, 0.31% hits;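 active means inhibition above a set limit, near 3 SD of compounds lacking own fluorescence, cut at about 54% in these data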;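 further: plate controls were DMSO wells for no effect and 5 µM unlabelled arrestin peptide for full effect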
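System: GST-AP2 R879A glutathione beads. Medium: PBS with 0.05% Tween 20 and 0.1% BSA. Also added: FITC-arrestin peptide, 50 nM. Incubation: 12 min plus 1 h, RT. Measured by: high-throughput flow cytometry of beads, ex 488, em 535 nm. Evaluation: percent drop in bead-associated FITC signal.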
SUMO Mot1 rescue: blocks SUMOylation pathway, rescuing yeast Mot1-301 growth | S. cerevisiae Mot1-301 growth rescue, ATP luminescence, 38.5C; percent above DMSO median, 100 means doubled | growth rescue, % at 18.8 µM | 320,000 compounds, 1% hits | AID 2716;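 active means every valid replicate shows activation above 250% relative to neutral control wells; inactive means the rest, any valid replicate at or below 250%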;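 further: OY570 slx delta 5 strain wells were the positive control but not used for scaling; some compounds called inactive have numbers as strong as hits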
SR-BI DiI inh: mouse SR-BI HDL lipid transfer inhibition. AID 488896. inhibition, % at 12.5 µM. Q61009. 320,000 compounds, 0.96% hits. ldlA[mSR-BI] CHO cells, DiI-HDL uptake fluorescence, 3 h;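 active means mean replicate inhibition of at least 70% and a set share of replicates each scoring 70 or more; inconclusive means meets just one of the two criteria; inactive means fails both criteria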;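 further: 0% = median of neutral control wells and 100% = median of positive control wells; values of inactives mirror those of a sister screen read the other way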
Target sequence (Q61009 whole entry, looked up): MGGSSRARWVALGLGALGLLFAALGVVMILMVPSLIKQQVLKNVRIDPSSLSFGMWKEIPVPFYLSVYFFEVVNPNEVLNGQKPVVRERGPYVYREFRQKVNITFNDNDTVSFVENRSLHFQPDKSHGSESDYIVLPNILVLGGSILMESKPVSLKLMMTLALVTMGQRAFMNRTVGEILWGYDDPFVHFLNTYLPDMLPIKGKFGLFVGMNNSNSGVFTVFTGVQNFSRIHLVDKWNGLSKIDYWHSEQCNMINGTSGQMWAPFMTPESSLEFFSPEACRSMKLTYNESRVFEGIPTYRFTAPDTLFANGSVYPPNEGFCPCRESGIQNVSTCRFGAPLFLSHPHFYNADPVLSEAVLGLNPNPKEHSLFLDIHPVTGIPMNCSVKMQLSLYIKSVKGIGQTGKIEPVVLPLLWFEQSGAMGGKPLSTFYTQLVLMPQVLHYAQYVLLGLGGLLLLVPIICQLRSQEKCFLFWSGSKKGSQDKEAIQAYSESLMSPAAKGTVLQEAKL
NSD2 inh: NSD2 (human) methyltransferase inhibition; O96028; NSD2 peptide methylation, AlphaScreen, 120 min; inhibition, % at 12.5 µM; 310,000 compounds, 0.54% hits; AID 743445; in the data active means inhibition above about 50%
PKA-R2B act: PKA-R2B complex activation. activation, % at 11.4 µM. AID 504700. 340,000 compounds, 0.079% hits. PKA-R2B holoenzyme dissociation, Cy5-IP20 fluorescence polarization; R2B truncated from residue 108, S112A mutant; 0% DMSO only, 100% 113 µM cGMP;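 active means activation above a cutoff set at the mean over all compounds plus 3 SD, cut at about 18% in these data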;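 further: higher means more holoenzyme dissociation and a rise in polarization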
dFosB activator: enhances mouse delta FosB homodimer DNA binding | purified delta FosB, TAMRA-CDK5 oligo fluorescence polarization; percent of positive-control signal above neutral wells | P13346 | 340,000 compounds, 0.99% hits | activation, % at 25 µM | AID 493131;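 active means mean activation above about 17%, with every replicate also reaching it, limit read from the data, passing the limit was not always enough; inconclusive means only one of the two conditions met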;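 further: fluorescence polarization rise as delta FosB binds a TAMRA Cdk5 AP-1 oligo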
MITF TRPM1 HTS: MITF TRPM1 promoter activation in melanoma cells; SK-MEL-5 TRPM1-promoter luciferase, 24 h; % of positive control, neutral wells = 0; activation, % at 12.5 µM; 300,000 compounds, 0.75% hits; AID 588334;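 active means mean activation of at least 80% with every replicate also reaching 80%; inconclusive means mean reaches 80% but some replicate falls short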;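 further: 0% = neutral control wells and 100% = parthenolide positive control wells; values of inactives mirror those of a sister screen read the other way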
Pemphigus Ab inh: blocks pemphigus antibody binding to human desmoglein-3 | P32926 | 310,000 compounds, 0.48% hits | DSG3-coupled beads, scFv-anti-DSG3-GFP binding, flow cytometry; hits give low values | binding (percent of control), % at 10 µM;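 active means binding more than 3 SD below its plate's average and above zero; inconclusive means below that plate limit but binding exactly zero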;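 further: hits lower antibody fragment binding to DSG3; some compounds called inactive have numbers as strong as hits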
PKA-R1A activ: activates the PKA-R1A holoenzyme complex; activation, % at 11.4 µM; PKA-R1A dissociation, Cy5-IP20 fluorescence polarization; scaled: DMSO 0%, 113 µM cGMP 100%; P00514+P68181; 340,000 compounds, 0.083% hits;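 active means percent activation above the mean of all tested compounds plus 3 SD, cut at about 19% in these data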;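 further: higher means more PKAc released from R1A so a rise in polarization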
CDK5 p35 inh: blocks human CDK5/p35 kinase activity; Q00535+Q15078; Recombinant CDK5/p35, ADP-Glo luminescence, 60 min; inhibition, % at 10 µM; 330,000 compounds, 0.01% hits;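 active means highest replicate inhibition of at least 50% and at least 75% of replicates reaching 50%; inconclusive means only one of the two criteria met; inactive means both criteria failed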;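 further: plate controls were DMSO neutral control for no effect and GW8510 at 10 µM for full effect; many of its hits are not listed in these tables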
Target sequence (Q00535 whole entry, looked up): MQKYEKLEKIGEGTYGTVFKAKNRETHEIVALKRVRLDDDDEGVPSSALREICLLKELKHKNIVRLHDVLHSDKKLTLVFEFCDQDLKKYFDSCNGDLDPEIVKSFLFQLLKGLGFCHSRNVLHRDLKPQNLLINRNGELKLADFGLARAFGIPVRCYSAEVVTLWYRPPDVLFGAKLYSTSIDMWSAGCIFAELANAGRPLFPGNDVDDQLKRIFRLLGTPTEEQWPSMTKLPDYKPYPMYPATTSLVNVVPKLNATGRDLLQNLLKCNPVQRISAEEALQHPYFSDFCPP
Target sequence (Q15078 whole entry, looked up): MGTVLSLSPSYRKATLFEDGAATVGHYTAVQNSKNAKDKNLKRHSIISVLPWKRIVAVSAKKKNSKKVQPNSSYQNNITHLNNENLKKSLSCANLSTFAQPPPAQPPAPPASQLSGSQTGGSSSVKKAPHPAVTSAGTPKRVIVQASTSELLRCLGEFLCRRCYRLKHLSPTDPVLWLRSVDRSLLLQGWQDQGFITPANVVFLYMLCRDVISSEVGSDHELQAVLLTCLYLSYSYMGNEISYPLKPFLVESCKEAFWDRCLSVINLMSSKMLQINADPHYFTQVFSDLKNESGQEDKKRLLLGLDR
Numbers without * were called inactive; ? = inconclusive; / = not tested or not shown. Compounds as they come. Share with any hit: about 4.7%.

SMILES	SR-BI DiI-HDL act	Arr AP2 block	SUMO Mot1 rescue	SR-BI DiI inh	NSD2 inh	PKA-R2B act	dFosB activator	MITF TRPM1 HTS	Pemphigus Ab inh	PKA-R1A activ	CDK5 p35 inh
O=C(Nc1ccc(Br)cn1)c1cccc(-c2cc3ccccc3oc2=O)c1	20.4	12.6	-7.1	-20.4	2.1	4.0	33.7*	59.2	100.6	-1.4	-1.7
NC(N)=N/N=C(\N=Nc1ccccc1)c1ccc(Cl)cc1	-10.3	0.0	/	10.3	19.1	4.7	1.9	-38.6	99.8	-5.3	-1.0
O=C(NCc1ccccc1)C(c1cccnc1)N(C(=O)c1csnn1)c1ccc(F)cc1 (centres undefined)	20.7	3.9	1.9	-20.7	-0.8	-10.2	0.4	-2.8	103.5	6.3	0.5
Cc1cc(OCC(=O)Nc2ccc3oc(-c4ccncc4)nc3c2)ccc1Cl	12.8	-7.7	-5.2	-12.8	-0.6	9.8	-0.8	/	106.5	8.8	-0.5
O=S(=O)(NNc1ncc(C(F)(F)F)cc1Cl)c1ccccc1	-26.5	1.5	/	26.5	-2.4	-3.3	-1.0	-19.9	112.2	-3.7	0.1
CC(C)OC(=O)CSc1nnc(CNc2nc(-c3ccccc3)cs2)n1C	-24.6	-7.1	7.8	24.6	/	-7.9	-4.3	-3.0	105.0	1.1	-2.7
Cc1ccc(-n2cc(CN(C)Cc3nccn3C)c(-c3ccc(F)cc3)n2)cc1	-35.3	-37.1	-26.7	35.3	11.8	-0.1	-12.0	-5.4	103.7	3.6	-0.8
O=C(O)c1cccnc1Oc1ccccc1	14.9	-4.8	282.4	-14.9	-4.4	-0.2	2.9	13.3	96.2	-0.3	0.1
Cc1cc(Br)cn2cc(C(=O)O)nc12	20.3	39.4	90.7	-20.3	-5.7	-2.5	1.4	4.3	96.4	-1.1	3.4
COc1ccc(OCC(=O)Nn2c(-c3cccc(OC)c3)nc3ccccc3c2=O)cc1	16.8	2.0	-8.3	-16.8	-1.1	-17.1	-8.8	0.8	102.8	-2.1	-1.3
Cc1ccn2c(=O)nc(SCC(=O)NCc3ccco3)nc2c1	1.3	6.5	-3.7	-1.3	13.1	-14.5	3.2	0.6	108.2	-0.1	-10.5
CCn1c(CCNC(=O)c2ccc(Cl)c(Cl)c2)nnc1SCCOc1ccc(OC)cc1	-56.1	0.6	-9.7	56.1	1.9	12.4	-12.9	-5.9	98.0	-8.0	0.4
O=c1cc(N2CCc3ccccc32)[nH]c(=O)n1-c1ccccc1	12.9	2.0	-16.3	-12.9	0.3	-9.4	0.7	7.3	101.8	7.8	0.2
O=C(c1ccc(N2CCCC2=O)cc1)N1CCN(c2cccc(C(F)(F)F)c2)CC1	18.5	-6.4	/	-18.6	7.9	-7.0	-7.4	7.8	100.8	4.0	0.4
CCCCN(C(=O)CCn1c(=O)oc2ccccc21)c1ccccc1	3.2	-8.3	3.8	-3.2	-7.3	6.4	0.5	11.1	92.2	-8.8	-0.8
CCCCOc1ccc(C(=O)N2CCN(CC(=O)Nc3ccc(C)cc3)CC2)cc1OC	-77.8	14.2	-3.6	77.8*	-1.7	-1.1	-17.5	-15.0	109.9	2.2	-1.4
Cc1ccc(-n2c(CCc3ccccc3)nnc2SCC(=O)NCc2ccccc2)cc1C	-5.7	-5.3	0.3	5.7	1.2	-10.3	-10.6	/	105.5	3.0	-5.5
COc1ccc(OC)c(NC(=O)c2ccc(CSc3ncccn3)cc2)c1	-25.9	2.3	-22.1	25.9	-3.2	-4.3	-4.9	30.8	107.9	-6.3	-2.5
O=C(Nc1nccs1)c1cc2c(s1)-c1ccccc1OC2	-23.8	6.1	158.0	23.8	/	-1.9	36.8*	41.2	96.3	7.9	-2.2
Cc1ccc(S(=O)(=O)N2CCCC(N3CCOCC3)C2)cc1Cl (centres undefined)	-7.2	27.9	2.6	7.2	53.0*	-3.4	-5.0	/	116.2	2.2	0.4
C/C(=N\NC(=O)COc1ccc(C#N)cc1)c1ccccc1OC(F)F	-32.9	-3.1	-10.4	32.9	-1.2	9.0	-7.5	1.8	98.9	9.1	-0.6
CN(C)S(=O)(=O)c1ccc(C(=O)Nc2ccc(F)cc2F)cc1	-4.5	8.9	-14.1	4.5	/	-12.3	-0.2	3.3	101.5	-4.8	-0.4
O=C(COC(=O)c1ccc(Cl)c(S(=O)(=O)N2CCCCCC2)c1)Nc1ccccc1	3.5	1.9	14.8	-3.5	-1.7	-0.9	1.7	6.4	110.1	-2.3	-2.0
COCCNC(=O)CN(c1ccc(F)cc1)S(=O)(=O)c1ccc2c(c1)OCCO2	/	20.1	21.9	/	-7.6	-6.9	0.8	-1.9	101.8	4.7	0.5
COc1ccc(C(C#N)c2nc3ccccc3nc2Cl)cc1 (centres undefined)	10.8	3.1	405.9	-10.8	-2.9	-10.0	3.5	-8.7	101.0	-10.7	0.9
CC(NS(=O)(=O)c1ccc(Cl)cc1)C(=O)NCCC1=CCCCC1 (centres undefined)	-5.9	49.3	6.1	5.9	4.6	-1.4	-14.6	-1.2	102.5	3.2	-0.5
CCCS(=O)(=O)C(=C1Nc2ccccc2N1)S(=O)(=O)CCC	18.8	12.1	-6.1	-18.8	0.1	-5.6	6.1	-1.8	101.4	-1.1	0.6
O=C(Nc1ccc2c(c1)OCCO2)c1cccnc1Oc1ccccc1	-18.0	-1.2	478.2	18.0	-0.9	1.6	-7.8	-4.0	106.4	11.0	-0.5
CCCCCCC1/C(=N/O)CCC1C(=O)OC (centres undefined)	-3.0	4.0	-10.3	3.0	0.2	6.0	3.8	8.5	99.7	4.4	-0.9
Cn1nc(C(F)(F)F)c(-c2ccccc2)c1NC(=O)CCC(=O)O	20.1	10.5	-20.4	-20.1	0.6	/	0.0	/	99.5	/	-0.4
COc1cccc(C(=O)N(Cc2cccs2)C2CCS(=O)(=O)C2)c1 (centres undefined)	1.7	1.6	-2.5	-1.7	-4.6	-3.9	3.7	/	108.3	-10.7	-3.2
Fc1ccc(CNC2CCN(Cc3ccccc3)CC2)cc1	4.0	13.7	-2.4	-4.0	-1.3	-7.1	-10.5	2.7	115.4	-4.4	0.7
CSc1nsc(SC)c1NC(=O)OC1CCCCC1	-22.9	-1.7	-0.1	22.9	2.7	-6.1	-5.8	1.7	112.4	5.1	-0.5
S=c1c2c(nc3nc[nH]n13)CCC2	14.8	9.1	-16.7	-14.8	-2.0	7.8	2.1	-8.2	109.5	9.4	1.1
Cc1cc(Cl)ccc1OCC(=O)Nc1ccccc1NS(=O)(=O)c1cccs1	/	18.5	102.1	/	3.1	5.9	3.8	-0.8	94.4	-1.2	-3.5
O=C(NN=C1CCCCCCCCCCC1)c1ccncc1	11.6	-1.7	8.7	-11.6	0.5	0.3	0.8	-5.2	85.6	-6.1	-1.0
C#CCOCCOCCOCCNc1nc(N2CCN(C(=O)CCCCCCCCCCNC(=O)[C@H]([C@@H](C)CC)n3cc(CCCCCN)nn3)CC2)nc(N2CCN(C(=O)CCCCCCCCCCNC(=O)[C@H]([C@@H](C)CC)n3cc(CCCCN=C(N)N)nn3)CC2)n1	-39.7	14.8	-17.6	39.7	/	7.4	-265.4	-97.4	160.2	0.2	8.4
CCN(CC(=O)Nc1c(F)cccc1F)C(=O)c1nc2nc(C)cc(C)n2n1	4.0	0.8	/	-4.0	-2.0	-3.7	6.6	-0.5	100.0	-7.8	0.9
CN(C)c1ccc(N=Nc2ccccc2Br)cc1	-45.5	8.3	1.3	45.5	16.7	4.9	-2.2	8.6	102.6	-13.0	1.8
CC(/C=N/n1c(-c2cccnc2)n[nH]c1=S)=C\c1ccccc1	0.7	3.5	-2.6	-0.7	6.3	-0.9	6.2	9.1	100.1	-2.8	0.6
Cc1ccc(S(=O)(=O)N2CCN(C)CC2c2ccccc2)cc1 (centres undefined)	23.3	30.2	-2.8	-23.3	/	10.0	-3.5	1.1	99.3	7.7	0.7
CN(/N=C/c1ccc(Cl)cc1Cl)c1ncc(Cl)cc1C(F)(F)F	-14.8	14.2	-7.6	14.8	-4.0	3.5	-3.2	-10.0	/	0.4	-0.6
C=CCC[C@@H](Cc1ccc(F)cc1)C(=O)OC[C@H](Cc1c[nH]c2ccccc12)NC(=O)[C@H](CC=C)CC(=O)NCCO	-51.0	2.0	0.2	51.0	/	0.8	-12.8	8.4	105.4	2.7	-6.0
N#CCSc1nc(Nc2ccc3c(c2)OCO3)c2ccccc2n1	-9.3	4.8	22.6	9.3	-4.4	0.6	-6.3	2.6	102.1	13.3	-0.6
CC(=O)c1cn(CC(=O)Nc2ccccc2)c2ccccc12	-13.7	27.9	-14.3	13.7	-1.7	-0.6	0.5	-26.7	90.2	-0.1	-1.1
COc1ccc(NC(=O)Cn2nnc(-c3ccccc3F)n2)cc1Cl	-8.7	3.3	12.0	8.7	-3.7	-15.9	8.5	18.2	99.2	-5.1	0.9
Cc1cc(-c2ccco2)n2c(nc3ccccc32)c1C#N	-12.9	6.5	7.4	12.9	-1.4	0.1	-4.8	-2.8	114.6	-3.5	-0.9
CC(=O)Nc1ccc(C(=O)OCC(=O)N(C)C2CCCCC2)cc1	3.3	-19.1	238.3	-3.3	-1.9	6.8	-4.9	0.8	109.0	2.8	1.6
CCCN1CCN(CCCNC(=O)C(CC)n2nc(C)n3c(cc4occc43)c2=O)CC1 (centres undefined)	9.9	-26.6	-1.5	-9.9	34.7	-7.8	-7.7	-3.5	103.6	3.3	1.3
N#Cc1cc2c(nc1SCC(O)CS(=O)(=O)Cc1ccccc1)CCCC2 (centres undefined)	-6.8	35.6	-9.0	6.8	-2.5	-1.8	0.7	9.6	111.7	-2.9	-1.5
O=C(c1ccccc1Oc1ccc(C(F)(F)F)cc1[N+](=O)[O-])N1CCOCC1	12.0	13.8	-25.1	-12.0	-0.3	0.6	-1.9	0.2	96.7	-6.8	-1.3
COc1ccccc1C(=O)Nc1nc2ccccc2s1	-6.7	46.7	-16.3	6.7	/	-15.8	-14.2	/	108.9	-1.7	4.7
COc1cccc(N(C(=O)c2nc3nccc(C)n3n2)c2nc3ccccc3s2)c1	-19.4	-2.5	0.3	19.4	-2.8	-3.7	-7.3	?	86.2	3.0	0.4
